# From PubChem
# 12-LOX inh = Primary qHTS assay for inhibitors of human arachidonate 12S-lipoxygenase (ALOX12): Round 2; actives 1.1% (n = 580,000); purified 12hLO, xylenol orange hydroperoxide absorbance; Potency, µM (highest dose often 108 µM), for the others: at the highest dose activity change, negative = inhibition, actives largely listed as inhibitors; Polyunsaturated fatty acid lipoxygenase ALOX12 (Homo sapiens), P18054; AID 1671190, 2021; active = well fitted inhibition curve with a large enough effect; inconclusive = small, poorly fitted or top-dose-only effect, or another doubt; inactive = no such curve, though single readings can be large or run the other way
# Target sequence (P18054 whole entry, looked up): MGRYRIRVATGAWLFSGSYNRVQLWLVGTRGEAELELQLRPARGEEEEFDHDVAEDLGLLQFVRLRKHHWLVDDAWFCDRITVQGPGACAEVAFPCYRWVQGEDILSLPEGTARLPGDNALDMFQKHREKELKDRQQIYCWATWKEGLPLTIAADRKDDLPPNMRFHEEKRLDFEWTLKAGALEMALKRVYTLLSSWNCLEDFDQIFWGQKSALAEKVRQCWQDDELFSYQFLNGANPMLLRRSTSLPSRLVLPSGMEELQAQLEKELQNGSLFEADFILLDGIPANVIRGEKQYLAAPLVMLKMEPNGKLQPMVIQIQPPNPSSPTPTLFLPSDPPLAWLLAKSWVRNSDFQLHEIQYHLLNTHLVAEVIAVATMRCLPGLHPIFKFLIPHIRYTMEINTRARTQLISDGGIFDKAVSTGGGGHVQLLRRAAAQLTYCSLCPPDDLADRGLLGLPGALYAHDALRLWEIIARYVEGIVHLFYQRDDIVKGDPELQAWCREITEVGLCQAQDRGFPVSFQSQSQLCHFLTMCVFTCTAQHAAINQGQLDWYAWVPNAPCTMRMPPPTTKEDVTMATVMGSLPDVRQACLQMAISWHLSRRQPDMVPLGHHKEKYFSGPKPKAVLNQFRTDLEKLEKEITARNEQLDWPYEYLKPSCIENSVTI
#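 Hydroperoxide product was detected by ferrous iron/xylenol orange as the 573 to 405 nm absorbance ratio. Arachidonic acid at 40 uM (final) was turned over for 30 min at room temperature by 150 nM human 12hLO, pH 7.0 Hepes buffer, after 15 min compound preincubation.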
# * = called active by the depositor; u = inconclusive; [ ] = remark or other dose. % is set by controls: 0 for no effect and ±100 for the full control effect; potency is the fitted concentration of half-maximal effect.
SMILES,12-LOX inh
CC(C)c1ccc(NC(=O)O[C@@H]2CO[C@H]3[C@@H]2OC[C@@H]3NC(=O)c2ccccc2)cc1,25%[176 µM]
Cn1cc(-c2cccnc2)c2nc(COc3ccccc3)cn2c1=O,-20%[176 µM]
CCC1=C(C(=O)OC)C(c2cccc(F)c2)N2C(CC(=O)NCC3CCCO3)=CSC2=N1 (stereo unspecified),62%[activator]
COCCNC(=O)C1CN(c2ccc(F)cc2)C(=O)N1 (stereo unspecified),28%[176 µM]
Cn1nccc1C(=O)N1CCC(Oc2cccc(F)c2)C1 (stereo unspecified),22%
COCc1cn([C@H]2CO[C@H]3[C@@H]2OC[C@H]3OC(=O)Nc2ccc(C)cc2)nn1,62%[activator][176 µM]
C(Cc1noc(C2CNC2)n1)OCC1CC1,44%[activator]
CCCCOc1ccc(-c2nc(C3CC(=O)N(c4ccc(F)cc4)C3)no2)cc1 (stereo unspecified),11%
CC(C)N1C(=O)CO[C@H]2CCN(Cc3cccs3)CC[C@@H]21,6%[176 µM]
CN(Cc1nc(C2CC2)no1)C(=O)c1cc(Cn2ccc3ccccc32)[nH]n1,50%[activator]
COc1ccccc1C(=O)N1CCC2(CC1)OC(=O)N(Cc1csc(C)n1)C2(C)c1ccccc1 (stereo unspecified),63%[activator]
Cc1ccc(OCC(=O)NCCC2CCN(C(=O)Nc3ccc(F)cc3)CC2)cc1,-12%
Cc1ccc2nc(-c3ccc(CN4CCC5(CC4)CNc4ccccc45)cc3)c(-c3ccccc3)nc2c1,u
CCCS(=O)(=O)N1CCCC1c1nc2ccccc2s1 (stereo unspecified),-28%
COC[C@@H]1CN(C(=O)c2cc[nH]c(=O)c2)C[C@H]1c1ccncc1,u

# Fetched one by one from the entries so far (2):
SMILES,12-LOX inh
COC[C@@H]1CN(C(=O)c2cc[nH]c(=O)c2)C[C@H]1c1ccncc1,u
Cn1cc(-c2cccnc2)c2nc(COc3ccccc3)cn2c1=O,-20%[176 µM]

# Remaining list, next part
SMILES,12-LOX inh
CN(C)C(=O)N(C)Cc1ccc(F)cc1,15%[176 µM]
CN(Cc1cccn1C)C(=O)Nc1ccccc1,50%[activator][176 µM]
COc1ccc(CCc2nc3nccc(-c4ccncc4)n3n2)cc1,21%
COc1cc([C@@H]2c3cc4c(cc3[C@H](O)[C@@H](CO)[C@@H]2C(=O)N2CCCCC2)OCO4)cc(OC)c1OC,21%
Cc1nc(CN2C[C@H](C(=O)Nc3ccccc3)C[C@@H]2c2ccc(F)cc2)cs1,u
O=C(O)CC1CCOCC1,22%
COc1ccc(NC(=O)N2C[C@@H](F)[C@@H](OCc3nc4ccccc4[nH]3)C2)cc1,-9%[176 µM]
CCN1C(=O)C2CC3(CCN(C(=O)NC)CC3)CN2C1=O (stereo unspecified),42%[activator]
COc1ccc(-c2cc(N3CCCN(C(=O)Cc4c[nH]c5ccccc45)CC3)n[nH]2)cc1,17%
Cc1cccc(C)c1CN1CCC2(Cc3ccccc3CNC2=O)C1 (stereo unspecified),u
COc1cccc(CNC(=O)C2CCN(C(=O)c3ncn4c3COC(c3ccc(F)cc3)C4)CC2)c1 (stereo unspecified),7%
CC(C)(C)CC(=O)NC[C@H]1OC[C@@H](NC2CCCC2)[C@@H]1O,13%[176 µM]
CNC(=O)[C@@H]1C[C@H](Oc2ccccc2)CN1S(=O)(=O)N(C)C,1%
Cc1[nH]c2c(F)cccc2c1CC(=O)NC(c1cnn(C)c1)C1CC(O)C1 (stereo unspecified),76%[activator]
O=C(CCC[C@H]1NC[C@@H]2C[C@H]1CN(Cc1ccccc1)C2)NCCc1cccnc1,19%
CCCOCCNC(=O)c1c(C)noc1-c1ccc(C(C)(C)C)cc1,36%
O=C1CCCCCN1CCC(=O)N1CCCC(Nc2ccc(F)cc2)C1 (stereo unspecified),39%[activator]
COCC(=O)N[C@@H]1CN(Cc2ccncc2)C[C@H]1CO,66%[activator]
CN1c2cc(C(=O)NCc3ccccc3Br)ccc2C(=O)N2CCCC21 (stereo unspecified),7%
O=C1NC(Cc2ccc(O)cc2)c2nc3ccc(Cl)cc3c(=O)n2-c2cc(Cl)ccc21 (stereo unspecified),-16%
O=C1CCC(CCC(=O)N2CCC(c3ccc(F)cc3)C2)(Cc2ccc3ccccc3c2)N1 (stereo unspecified),10%
O=C1NC2(CCN([S+](=O)([O-])c3cccc(C(F)(F)F)c3)C2)N=C1c1ccncc1 (stereo unspecified),3%
O=C(NC1CCN(c2nc3ncccc3o2)CC1)c1ccccc1Cl,0%
Cc1ccc2nc(C3CCCN(Cc4cccc(-c5cccnc5)c4)C3)[nH]c(=O)c2c1 (stereo unspecified),46%[activator]
CCCOc1ccc(CN2CCC(C)(c3noc(C4CCOCC4)n3)CC2)cc1,46%[activator]
CC(C)N1C[C@H](O)C[C@H]1c1nnc2n1CCN(C(=O)c1ccnn1C)CC2,-2%
O=C(O)CNC(=O)Cn1nc2c(cc1=O)CCCCC2,45%[activator]
O=C(NCCOc1ccccc1)[C@@H]1C[C@@H](c2ccc(F)cc2)N([S+](=O)([O-])c2ccccc2)C1,u
Cc1nnc2ccc(NC3CC3)nn12,13%
O=C(NC1CCN(c2cc(-c3ccc(F)cc3)[nH]n2)C1)c1ccc2cc[nH]c2c1 (stereo unspecified),32%[activator]

# 3 entries already listed, sorted by the value under 12-LOX inh, highest first.
canonical_smiles,12-LOX inh
CCCOCCNC(=O)c1c(C)noc1-c1ccc(C(C)(C)C)cc1,36%
Cc1nnc2ccc(NC3CC3)nn12,13%
O=C(NC1CCN(c2nc3ncccc3o2)CC1)c1ccccc1Cl,0%

# (listing goes on)
SMILES,12-LOX inh
O=C1NC2(CN(C(=O)c3ccc(C(F)(F)F)cc3)C2)Oc2ccccc21,53%[activator]
COc1ccc(-c2ccnc(-c3nnc(C)n3CCN(C)C)c2)cc1OC,4%[176 µM]
CN(C)C(=O)N1CCc2nc(-c3ccccc3)nc(-c3ccc(Cl)cc3)c2C1,u
C1CCC(COCCc2noc(C3CCCNC3)n2)C1 (stereo unspecified),29%
COc1cccc(CNCC2(COc3ccccc3)C[C@@H](O)[C@@H](O)C2)c1 (stereo partly specified),-7%[176 µM]
COc1ccccc1CNS(=O)(=O)c1ccc(F)cc1Br,0%
O=C(c1ccc2cc[nH]c2c1)N1CCC(n2cc(-c3nc(-c4ccccc4)no3)nn2)CC1,-19%
CC(=O)NCCC(=O)N1Cc2ccccc2CC2(CCN(Cc3cccnc3)CC2)C1,12%[6.33 µM]
COC(=O)C1=C(C)N(Cc2ccc(Cl)cc2)C(=S)NC1c1ccc(Cl)cc1 (stereo unspecified),32µM*
NCCO[C@H]1C[C@@H](O)C12CCN(S(=O)(=O)c1ccc(F)cc1)CC2,5%
COc1ccc(C(=O)N2[C@@H]3CC[C@H]2CC(NC(=O)c2cnc(C)cn2)C3)c(OC)c1 (stereo partly specified),46%[activator]
O=Cc1cccc(-c2ccc(OC(F)(F)F)cc2)c1,-6%[176 µM]
COCCOc1ccc2c(n1)CCN(C(=O)CC(C)C)C2,41%[activator]
COc1ccc(NC(=O)Cn2c(=O)c(-c3noc(C)n3)c3n(c2=O)CCCC3)c(OC)c1,23%
CCOCCOC1CCN(C(=O)c2cc(-c3cccc(OC)c3)n[nH]2)CC1,41%[activator]
O=C(NCc1cccnc1)C1CCN(c2cn[nH]c(=O)c2)C1 (stereo unspecified),40%[activator]
COCCNC(=O)[C@@H]1C[C@H](Oc2ccccc2)CN1C(=O)c1cccnc1C,42%[activator]
CN1CCC2(Cc3ccccc3CN(C(=O)Cc3cccc(Cl)c3)C2)C1 (stereo unspecified),u
COCCN1CC(CO)C2(CCN(C(=O)c3cc(Cl)ccc3OC)CC2)C1 (stereo unspecified),19%
O=C(Cc1cccs1)N1CCC(Oc2ncccc2C(=O)N2CCCCC2)C1 (stereo unspecified),41%[activator]
COCCNc1ncnc2c1CN(C1CNC1)C(=O)CN2C,u
CN(C)C(Cn1cc(-c2cncnc2)nn1)c1ccccc1Cl (stereo unspecified),u
Cc1cc(C)cc(C(=O)NC2CCN(c3cc(-c4ccccc4)[nH]n3)CC2)c1,50%[activator]
CN1CCC(Cn2ccc3c(N4CCOCC4)nc(-c4ccc5cn[nH]c5c4)cc32)CC1,3%[176 µM]
Cc1ccc(Cn2cccc2-c2nc(-c3ccc(F)cc3)no2)cc1,-1%
O=C(c1cccc(OC2CN(Cc3nccs3)C2)c1)N1CCOCC1,72%[activator]
CCCc1nc(-c2nc(C3CCOC3)no2)cs1 (stereo unspecified),19%
O=C(O)COCC(=O)N1CC[C@H](C(=O)Nc2cc(Cl)ccc2O)C1,-1%[176 µM]
COc1cccc(NC(=O)Cn2ccn3nc4c(c3c2=O)CCCCC4)c1,13%
O=C(CCn1nnc2ccccc21)N1CCc2c(ncnc2N2CCOCC2)C1,u
O=C(NCc1nnc2ccc(-c3ccccc3)nn12)c1ccc[nH]1,-5%
NC(=O)CCN1CC(c2cc(Cl)c(N)c(Cl)c2)=CC1=O,u
COc1ccc(NC(=O)C2Cn3cccc3C(=O)N2)c(OC)c1 (stereo unspecified),2%
O=C1CCN(C(=O)c2ccccc2)CCCC(C(=O)NCCN2CCc3ccccc3C2)CCN1 (stereo unspecified),95%[activator]
CN1CC[C@H]2CN(S(=O)(=O)c3cc(C(=O)O)c(Cl)cc3F)C[C@H]21,75%[activator]
Cc1ncoc1C(=O)N1CCC(N2C[C@H](O)C[C@H]2C(=O)NC2CCCCC2)CC1,50%[activator]
COc1cccc(-c2cc(C3CCN(C(=O)Nc4ccccc4OC)CC3)[nH]n2)c1,6%
C=CCN=C1NC(c2ccc(F)cc2)C(C(=O)OC)=C(C)N1C (stereo unspecified),-20%
O=C(NCc1ccccc1)c1c(OCC2CC2)cc(=O)n2c1CCOCC2,58%[activator]
O=C(c1ccc(F)cc1)N1CCC2(CCCCO2)CC1,-11%
CC1=C[C@@H](CN2CCN(c3ccc(F)cc3)CC2)[C@H](C(C)C)C[C@H]1Cc1nnc(-c2cncn2C)o1,33%[activator]
COc1cccc(N2C(=O)NC(=NC3CCCCC3)C23CCN([S+](=O)([O-])c2cccs2)CC3)c1,12%[6.33 µM]
CC(C)n1c(CNC(=O)C[C@H]2NC(=O)c3ccccc3NC2=O)nc2ccccc21,56%[activator]
COc1ccc(OCc2nc3c(n2Cc2ccccc2)C(=O)N(CC2CC2)CCN3)cc1OC,16%
Cc1nc(-c2cnccn2)n(CC(=O)Nc2cccc(F)c2)c(=O)c1CCO,20%

# Single values from above:
# Result of O=C(c1ccc2cc[nH]c2c1)N1CCC(n2cc(-c3nc(-c4ccccc4)no3)nn2)CC1 in 12-LOX inh: -19%
# Result of COc1ccccc1C(=O)N1CCC2(CC1)OC(=O)N(Cc1csc(C)n1)C2(C)c1ccccc1 (stereo unspecified) in 12-LOX inh: 63%[activator]
# Result of O=C(O)CC1CCOCC1 in 12-LOX inh: 22%
# Result of CCCOCCNC(=O)c1c(C)noc1-c1ccc(C(C)(C)C)cc1 in 12-LOX inh: 36%
# Result of CC(C)(C)CC(=O)NC[C@H]1OC[C@@H](NC2CCCC2)[C@@H]1O in 12-LOX inh: 13%[176 µM]

# Remaining list, next part
SMILES,12-LOX inh
O=C(c1cccc2c1OCCO2)N1CCCn2nc(CO)cc2C1,30%[activator]
CN(C)C(=O)N1CCC(C(=O)N2CC(=O)N(C3CCCCC3)CC(OCc3ccncc3)C2)CC1 (stereo unspecified),56%[activator]
O=C(c1cc2ccccc2[nH]1)N1CCNc2cnc(Nc3ccccc3)nc2C1,8%[176 µM]
O=C(Cc1cccc(F)c1)N1CCC(n2cc(-c3nc(C4CC4)no3)nn2)CC1,10%
O=C(N[C@@H]1CCN(C(=O)CCCn2cccn2)C[C@H]1O)c1ccccn1,15%
COc1ccc(-c2cc(N3CCCN(C(=O)Cc4ccc(OC)c(Cl)c4)CC3)n[nH]2)cc1,43%
C[C@H](O)[C@@H]1CN2CCc3c([nH]c4c(-c5ccc6c(c5)OCO6)cccc34)[C@@H]2C[C@@H]1N(C)C(=O)Nc1ccccc1,16%
O=C(N[C@@H]1CCN(C(=O)c2nnc3n2CCCC3)C[C@H]1O)c1cnccn1,-10%
OCCC1CN(c2nc(-c3ccccc3)nc3c2CCC3)CCN1C1CCCC1 (stereo unspecified),u
COc1ccc(-c2cc(N3CCN(C(=O)c4cc(F)ccc4Cl)CC3)n[nH]2)cc1,39%[activator]
Cc1noc([C@@H]2CN(C(=O)c3c[nH]c4ccccc34)C[C@H]2CO)n1,31%[activator]
O=c1n(CC2CC2)nc2n1CCN(S(=O)(=O)c1ccc(Cl)s1)CC2,2%
O=C(c1cc(-c2ccc(F)cc2)nc2ccccc12)N1CCC(c2nc(C3CCOCC3)no2)C1 (stereo unspecified),9%
COCc1ccc2c(c1)c(OC(C)(C)C(=O)N1CCN(CCO)CC1)nn2Cc1cccnc1,10%
CN(Cc1ccccc1)C1CCOC2(CCN(C(=O)NCc3ccc(F)cc3)CC2)C1 (stereo unspecified),-3%
O=C1N2CCCC2CN1C1CCN(Cc2ccccc2C(F)(F)F)CC1 (stereo unspecified),5%
Cn1cnnc1CC1CCN(C(=O)c2cc(-c3ccccc3)no2)CC1,8%
COc1ccc2[nH]c3c(c2c1)CCNC31CCN(C(=O)CN2CCCC2=O)CC1,28%
COc1cccc(CN[C@H]2[C@H](O)[C@H](O)C[C@@H]2c2ccc(N3CCOCC3)nc2)c1,-3%[176 µM]

# A portion of the library; rates above refer to the full screens.
